Arrestin-AP2 inh – human beta-arrestin and AP2 interaction inhibition. inhibition, % at 10 µM. FITC-arrestin peptide / GST-AP2 beads, flow cytometry; AP2 beta2 appendage carries R879A mutation. 0.31% of 340,000 active. AID 504490;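 active means inhibition above a set limit, near 3 SD of compounds lacking own fluorescence, cut at about 54% in these data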;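 further: plate controls were DMSO wells for no effect and 5 µM unlabelled arrestin peptide for full effect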
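System: GST-AP2 R879A bound to glutathione beads, E. coli-expressed. Also added: 50 nM FITC-arrestin peptide. Schedule: compound with beads 12 min RT, then probe 1 h RT. Signal: bead flow cytometry, FITC channel. Read-out basis: percent response.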
SR-BI DiI inh – mouse SR-BI HDL lipid transfer inhibition; Q61009; ldlA[mSR-BI] CHO cells, DiI-HDL uptake fluorescence, 3 h; inhibition, % at 12.5 µM; 0.96% of 320,000 active; AID 488896;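 active means mean replicate inhibition of at least 70% and a set share of replicates each scoring 70 or more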;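 further: 0% = median of neutral control wells and 100% = median of positive control wells; values of inactives mirror those of a sister screen read the other way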
NSD2 inh – inhibitors of human histone methyltransferase NSD2 | O96028 | 0.54% of 310,000 active | inhibition, % at 12.5 µM | NSD2 peptide methylation, AlphaScreen, 120 min; in the data active means inhibition above about 50%
Keap1-Nrf2 PPI – disrupts human Keap1 binding to Nrf2 peptide. 0.15% of 340,000 active. Keap1 Kelch-Nrf2 peptide fluorescence polarization, 1536-well. inhibition, % at 9.4 µM. Q14145; in the data active means inhibition above about 12%;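 further: human Keap1 Kelch domain with fluorescein labeled Nrf2 9mer peptide probe; 0% = neutral control wells and 100% = peptide positive control; higher means more block of Keap1 binding to Nrf2 peptide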
PvdQ acylase – P. aeruginosa PvdQ acylase inhibition | purified PvdQ acylase, fluorescence plate reader | inhibition, % at 10 µM | 0.063% of 340,000 active | AID 488965; in the data active means inhibition above about 30%, passing the limit was not always enough;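 further: 0% = vehicle neutral wells and 100% = reference inhibitor wells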
DAGLB inh – blocks human DAGLB lipase activity. Q8NCG7. HEK293T DAGLB membrane lysate, EnzChek fluorogenic substrate. inhibition, % at 5.17 µM. 0.059% of 340,000 active. AID 504411; in the data active means inhibition above about 34%;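 further: 0% = enzyme with vehicle and 100% = wells lacking enzyme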
Target sequence (Q8NCG7 whole entry, looked up): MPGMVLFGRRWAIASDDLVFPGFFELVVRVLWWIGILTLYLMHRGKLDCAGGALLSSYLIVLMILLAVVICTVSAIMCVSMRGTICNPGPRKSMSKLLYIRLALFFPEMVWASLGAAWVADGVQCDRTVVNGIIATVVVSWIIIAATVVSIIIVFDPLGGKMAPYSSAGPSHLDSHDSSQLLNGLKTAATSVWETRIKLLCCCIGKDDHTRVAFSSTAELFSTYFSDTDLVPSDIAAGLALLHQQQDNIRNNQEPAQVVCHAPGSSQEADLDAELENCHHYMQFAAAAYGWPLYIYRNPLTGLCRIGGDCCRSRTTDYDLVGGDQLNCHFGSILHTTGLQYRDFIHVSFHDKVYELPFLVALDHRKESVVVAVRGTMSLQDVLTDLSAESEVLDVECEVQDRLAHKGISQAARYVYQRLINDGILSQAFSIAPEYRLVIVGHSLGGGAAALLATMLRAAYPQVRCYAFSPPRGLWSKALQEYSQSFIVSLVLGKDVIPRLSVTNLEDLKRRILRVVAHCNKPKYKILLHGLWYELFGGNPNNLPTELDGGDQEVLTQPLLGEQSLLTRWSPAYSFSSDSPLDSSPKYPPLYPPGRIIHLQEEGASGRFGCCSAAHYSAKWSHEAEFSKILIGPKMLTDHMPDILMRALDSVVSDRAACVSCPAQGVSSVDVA
LANA DNA inh – inhibitors of KSHV LANA C-terminal domain DNA binding; MBP-C-LANA/FAM-LBS DNA binding, fluorescence polarization; inhibition, % at 9 µM; 0.078% of 340,000 active; AID 504423;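 active means highest replicate inhibition at or above 60% at 9 µM, even if other replicates fall short; inactive means all replicates below 60% inhibition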;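 further: 0% = neutral control wells and 100% = 4 µM acridine orange control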
RTF Ca sens inh – cardiac RTF calcium desensitization. P19429+P45379. IANBD-labeled cardiac RTF, Ca2+ fluorescence. inhibition, % at 7.15 µM. 0.12% of 340,000 active. AID 493244;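 active means inhibition above the mean inhibition of all tested compounds plus 3 SD, cut at about 17% in these data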;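 further: assay run at fixed EC70 calcium of 1.6 mM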
PKA-R2B activ – activates the human PKA-R2B holoenzyme complex; P22694+P31323; PKA-R2B holoenzyme dissociation, Cy5-IP20 fluorescence polarization; R2B truncated from residue 108, S112A mutant; 0% DMSO only, 100% 113 µM cGMP; activation, % at 11.4 µM; 0.079% of 340,000 active; AID 504700;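 active means activation above a cutoff set at the mean over all compounds plus 3 SD, cut at about 18% in these data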;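 further: higher means more holoenzyme dissociation and a rise in polarization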
Target sequence (P31323 whole entry, looked up, other chains not shown, the tested form may be a part): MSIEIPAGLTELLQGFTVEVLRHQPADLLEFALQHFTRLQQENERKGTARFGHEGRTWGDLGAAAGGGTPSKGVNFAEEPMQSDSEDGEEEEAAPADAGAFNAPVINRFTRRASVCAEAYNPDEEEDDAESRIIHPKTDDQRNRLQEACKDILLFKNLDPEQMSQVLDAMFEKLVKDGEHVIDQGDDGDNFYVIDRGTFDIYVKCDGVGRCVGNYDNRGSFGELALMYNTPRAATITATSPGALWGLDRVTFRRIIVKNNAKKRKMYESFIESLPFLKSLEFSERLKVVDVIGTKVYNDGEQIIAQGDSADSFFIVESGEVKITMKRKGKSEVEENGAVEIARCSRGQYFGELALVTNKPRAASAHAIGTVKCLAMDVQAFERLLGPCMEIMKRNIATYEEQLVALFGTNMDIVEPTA
SR-BI uptake up – enhances SR-BI lipid uptake from DiI-HDL; CHO ldlA[mSR-BI] cells, DiI-HDL uptake fluorescence, 3 h; 100 = double the neutral-control signal; 0.096% of 320,000 active; activation, % at 12.5 µM; AID 504775;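 active means mean replicate activation of at least 60% and every replicate at or above 60%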;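 further: 0% = median plate neutral-control signal and 100% = twice that signal; values of inactives mirror those of a sister screen read the other way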
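System: CHO ldlA[mSR-BI] cells / Medium: HEPES-buffered (25 mM, pH 7.4) F12 plus 0.5% BSA / Probe or stimulus: labelled HDL, 10 µg/mL / Doses: single compound concentration, delivered by pin transfer / Schedule: 3 h, 37 °C / Measured by: DiI fluorescence, bottom read / Measure: cell-associated DiI fluorescence as measure of HDL uptake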
Active calls of the source: *; x = no result given.

SMILES	Arrestin-AP2 inh	SR-BI DiI inh	NSD2 inh	Keap1-Nrf2 PPI	PvdQ acylase	DAGLB inh	LANA DNA inh	RTF Ca sens inh	PKA-R2B activ	SR-BI uptake up
O=C(c1ccc2c(c1)OCO2)N1CCN(c2ccccc2F)CC1	-3	10	0	-7	-23	-12	1.3	-25	2	-10
Cc1cc(C)c(S(=O)(=O)Nc2ccc(C(=O)O)cc2)cc1S(=O)(=O)Nc1ccc(C(=O)O)cc1	-19	-6	33	2	-1	0	1.5	-1	-2	6
C/C(=N\NC(=O)Cc1ccc(Cl)c(Cl)c1)c1cccnc1	9	2	1	-6	-7	-2	1.5	-10	4	-2
CCn1c(C)cc(/C=C2\SC(=O)N(CC(=O)Nc3ccc(C)c(C)c3)C2=O)c1C	0	-3	-6	-5	-9	-2	-1.0	0	7	3
C=CCn1c(SCc2cc(C(=O)OC)c(C)o2)nnc1-c1ccncc1	18	-5	0	-5	-7	2	-0.2	-2	7	5
CCCCN(C(=O)c1ccc(S(=O)(=O)N2CCC(C)CC2)cc1)C1CCS(=O)(=O)C1 (configuration not stated)	28	-19	x	1	-4	-2	0.5	-6	5	19
COC(=O)c1c(-c2ccccc2)nn(-c2ccccc2)c1C(=O)OC	14	25	0	1	-8	-8	4.2	-9	-4	-25
COc1ccc2oc(C(=O)NC(C)(C)C)c(C)c2c1	7	11	x	-4	-16	-3	0.5	-8	-3	-11
COC(=O)C(CC(=O)c1ccc(Cl)cc1)c1ccc(C(C)C)cc1 (configuration not stated)	23	-16	-3	-3	9	-10	1.3	5	-5	16
O=C(COc1cccc(Cl)c1)NNC(=S)Nc1ccccc1	15	-21	-1	-1	-11	0	0.3	-8	-2	21
CC(=O)C(Cl)C(=O)Nc1ccccc1 (configuration not stated)	-9	3	6	-18	-5	4	-1.0	-7	3	-3
CN1CCN(C(=O)c2cc3nc(-c4ccccc4)cc(-c4ccccc4)n3n2)CC1	5	21	-3	-5	-13	-2	1.0	-4	-6	-21
CC(C)CN(CC(C)C)CC(O)COc1ccccc1Br (configuration not stated)	1	-37	7	3	3	-12	0.6	7	-4	37
CN1CCN(CCCNC(=O)c2cn(C)c3ccc(S(=O)(=O)N(C)C)cc3c2=O)CC1	4	-12	x	-3	-8	2	0.5	-6	-3	12
CCOC(=O)c1[nH]ncc1CN1CCCC(C(=O)c2ccc(C(C)(C)C)cc2)C1 (configuration not stated)	22	-2	2	0	-8	3	-3.0	-8	10	2

In a second layout: 4 of the compounds above.
mol,Arrestin-AP2 inh,SR-BI DiI inh,NSD2 inh,Keap1-Nrf2 PPI,PvdQ acylase,DAGLB inh,LANA DNA inh,RTF Ca sens inh,PKA-R2B activ,SR-BI uptake up
C/C(=N\NC(=O)Cc1ccc(Cl)c(Cl)c1)c1cccnc1,9,2,1,-6,-7,-2,1.5,-10,4,-2
C=CCn1c(SCc2cc(C(=O)OC)c(C)o2)nnc1-c1ccncc1,18,-5,0,-5,-7,2,-0.2,-2,7,5
Cc1cc(C)c(S(=O)(=O)Nc2ccc(C(=O)O)cc2)cc1S(=O)(=O)Nc1ccc(C(=O)O)cc1,-19,-6,33,2,-1,0,1.5,-1,-2,6
CCn1c(C)cc(/C=C2\SC(=O)N(CC(=O)Nc3ccc(C)c(C)c3)C2=O)c1C,0,-3,-6,-5,-9,-2,-1.0,0,7,3

Following part
SMILES	Arrestin-AP2 inh	SR-BI DiI inh	NSD2 inh	Keap1-Nrf2 PPI	PvdQ acylase	DAGLB inh	LANA DNA inh	RTF Ca sens inh	PKA-R2B activ	SR-BI uptake up
Fc1ccc(/C=N/Nc2nn[nH]n2)cc1	2	-11	1	-2	1	1	-0.2	-14	-1	11
CCOc1ccc(NC(=S)N(CCOC)C(C)c2cccnc2)cc1 (configuration not stated)	15	x	11	-2	-14	2	-2.0	-2	-1	x
COC(=O)C1=COC(C)C2CN3CCc4c([nH]c5cc(OC)c(OC)cc45)C3CC12 (configuration not stated)	10	12	x	-2	-12	-3	33	-22	-5	-12
Cc1nnc(NC(=O)C2CCN(S(=O)(=O)c3cc([N+](=O)[O-])ccc3Cl)CC2)o1	15	-6	-1	0	10	-1	-2.7	-2	-7	6
Cn1c(-c2ccc[nH]c2=O)nc2cc(Cl)ccc21	-9	4	0	-4	-18	0	0.2	11	2	-4
Cc1c(-n2cc(C(=O)c3ccccc3O)cc(C#N)c2=O)c(=O)n(-c2ccccc2)n1C	-3	-5	x	-1	-7	-4	3.8	-3	0	5
CN1C(=O)c2ccc(C(=O)Nc3ccc4c(c3)OCO4)cc2C1=O	-10	10	-5	1	-6	0	-0.1	1	4	-10
Cc1noc(C)c1CSCC(=O)N(C)CC(=O)Nc1ccc(Cl)c(Cl)c1	-7	62	-4	-1	-11	1	-3.6	-1	11	-62
OC(CN1CC=C(/C=C/c2ccc(Br)cc2)CC1)c1ccccc1 (configuration not stated)	-2	5	-5	1	-6	-1	-1.1	3	2	-5
CC(C)[C@H](NC(=O)OC(C)(C)C)c1nnc(SCc2cccc(F)c2)o1	33	-7	1	-2	-6	-5	-0.1	2	8	7
Cc1cc(NC(=O)CCC(=O)N(CC(C)C)C(C(=O)NC(C)(C)C)c2ccccc2Cl)no1 (configuration not stated)	22	x	-2	1	1	1	2.3	1	-2	x
C/C=C(\C)C(=O)NCCN1C2=NC[C@@H](Cc3ccccc3)N2C[C@H]1Cc1ccc(O)cc1	-3	-6	x	-2	-8	-2	0.4	9	-19	6
O=[N+]([O-])c1cc2c(cc1[N+](=O)[O-])OCCOCCOCCOCCO2	-6	-13	-1	-4	-11	0	-2.1	-8	-6	13
O=S(=O)(Cc1ccc(Cl)cc1)Nc1ccc(Cl)cn1	-1	-5	-2	-3	-27	3	-0.3	-7	-6	5
O=C(NCc1cccnc1)c1noc2c1CCCC2	-2	-31	-4	-8	-5	1	1.1	-13	7	31
COc1cc(C(=O)/C=C/c2cccnc2)ccc1O	13	x	6	-9	10	-2	2.1	-4	11	x
O=C(CNCCCO)Nc1cc(C(F)(F)F)cc(NC(=O)CNCCCO)c1Cl	1	-6	-4	-2	0	3	0.7	-8	2	6
CCc1ccc(OC)c(S(=O)(=O)Nc2ccc(Cc3ccncc3)cc2)c1	12	-6	5	4	-13	0	1.0	-4	-3	6
COc1ccc(CCNC(=O)CSc2cc(=O)[nH]c(N)n2)cc1OC	-4	x	x	1	-5	-2	0.3	-12	-4	x
CC(Oc1ccc(Cl)cc1Cl)c1nc(-c2ccccn2)no1 (configuration not stated)	-1	31	-3	0	-12	-2	0.7	-4	-9	-31
CCCCCn1c2c(c(=N)c3ccccc31)CCC2	-37	1	6	-1	-10	0	-1.2	-1	13	-1
Cc1ccsc1CN1CCN(c2ccccn2)CC1	-6	9	2	3	1	-1	0.7	5	3	-9
CS(=O)(=O)Nc1ccc(Br)cc1C(=O)c1ccccc1	7	14	0	2	-15	0	-0.1	-5	6	-14
N=C1N(/N=C/c2ccccc2)C(=Nc2ccccc2)C(=S)N1c1ccccc1	-8	50	4	0	-10	5	1.1	-7	3	-50
CCCCC(=O)Nc1ccc(NC(=O)c2cccs2)cn1	15	-10	0	-4	3	0	-0.4	0	-12	10
COc1cc(OC)c(OC)cc1/C=C1/C(=O)N=C(N)N1C	12	-27	8	-5	-5	1	-2.3	-21	-7	27
NCCc1nnc(SCC(=O)Nc2cccc(Cl)c2)o1	-1	-27	4	3	-15	-2	0.6	-3	-1	27
CCOC(=O)Cc1csc(SCC(=O)Nc2cc(C)ccc2OC)n1	-27	-5	-2	4	3	-6	-0.9	-7	14	5
Cc1nnc(NC(=O)c2ccc(C)c(S(=O)(=O)N3CCOCC3)c2)s1	-3	-28	x	-1	-15	0	-1.5	-16	-4	28
COC(=O)c1ccc(N2C(=O)CC(SCCN)C2=O)cc1 (configuration not stated)	25	-15	1	2	-1	-2	-0.2	-3	-4	15
CN1CCN(c2ccc(NC(=O)c3ccco3)cc2Cl)CC1	-3	-2	x	-1	-11	0	1.3	1	-5	2
COc1ccc(NC(=O)N(C)C[C@H]2Oc3ccc(NS(=O)(=O)c4c(C)noc4C)cc3C(=O)N([C@H](C)CO)C[C@@H]2C)cc1	5	-2	x	1	-2	3	1.4	-10	-10	2
CCC(C)C(=O)Nc1nnc(-c2cccs2)s1 (configuration not stated)	1	-18	-1	1	-1	-2	0.0	-2	-8	18
COc1ccc(NS(=O)(=O)c2ccc(NC(=O)c3ccccc3)cc2)nn1	8	-6	4	3	3	-1	-0.7	5	3	6
COC1CCCCC1Nc1cc(C)ccc1C (configuration not stated)	-4	-9	0	-6	-23	-3	-0.4	2	-13	9
Cc1ccc(NC(=S)NC2CC3CCCC(C2)N3Cc2cccs2)cc1 (configuration not stated)	-2	16	4	0	8	1	0.7	-1	-2	-16
CCOCC(=O)Nc1nnc(Cc2ccc(OC)cc2)s1	-10	x	-2	-7	-25	-1	-0.4	13	-5	x
Cc1ccc(/C=N/NC(=O)c2ccoc2C)s1	-6	-9	1	-2	-1	0	1.1	0	-7	9
CCOC(=O)c1c(C)n(C)c2ccc(O)c(CN3CCCCC3)c12	12	4	4	-1	-9	0	0.3	-5	10	-4
Cc1cc(N2CCC(C)CC2)n2ncc(-c3ccccc3)c2n1	1	63	-4	-3	-19	-17	-1.8	-3	10	-63
CN(Cc1nc2ccccc2c(=O)[nH]1)Cc1cc(=O)oc2ccc3ccccc3c12	13	-1	1	-4	-12	2	1.6	-2	2	1
Cc1ccc(-c2csc3ncn(CC(=O)O)c(=O)c23)cc1C	2	7	-3	-4	-14	0	-2.0	-2	-3	-7
O=C(NCc1ccco1)c1cc(-c2ccccc2)nn1CC1CC(c2cccc([N+](=O)[O-])c2)=NO1 (configuration not stated)	-9	39	x	-3	-13	-2	0.8	-8	-3	-39
C#CCOCCOCCOCCNc1nc(N2CCN(C(=O)[C@H]([C@@H](C)CC)n3cc([C@@H](N)CO)nn3)CC2)nc(N2CCN(C(=O)[C@H](Cc3ccc(O)cc3)n3cc([C@@H](N)CC(C)C)nn3)CC2)n1	5	5	x	2	3	2	-4.2	-1	1	-5
Cc1ccc(C)c2[nH]c(=O)c(CN(Cc3ccco3)C(=O)Nc3ccccc3)cc12	-6	1	x	-1	7	-3	-0.6	-7	0	-1
CC(=O)N1CCN(c2ccc([N+](=O)[O-])c(-n3nc(C)cc3C)c2)CC1	-3	-11	0	-6	-2	4	0.1	-6	6	11
Nc1nc(NC(=O)c2ccco2)nn1-c1ccccc1	12	0	0	-6	4	4	1.6	2	-8	0
COc1ccc(C)cc1NC(=O)C(C)N1CCOCC1 (configuration not stated)	1	-23	-2	2	-23	1	-1.8	-6	9	23
O=C1NC2=C(C(=O)CCC2)C(c2cccc([N+](=O)[O-])c2)N1 (configuration not stated)	39	5	-2	-1	12	-2	0.1	-7	-1	-5
O=C(Nc1cccnc1)c1cc2cc(Br)ccc2oc1=O	2	0	5	-1	-1	-1	-0.4	4	3	0
